GPR35 antagonists: inhibition of zaprinast-stimulated GPR35 beta-arrestin translocation – imaging, U2OS, beta-arrestin-GFP, zaprinast agonist, primary screen (AID 2058). 290,000 tested, 0.052% active. U2OS GPR35 beta-arrestin-GFP translocation imaging, zaprinast antagonism; higher % means a stronger effect. inhibition, % at 10 µM; hits with a dose series show IC50 in µM;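 active = inhibition of at least 50% with at least 30 cells and total cytoplasm GFP at most 10,000,000; inconclusive = under 30 cells or total GFP of 10,000,000 plus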
West Nile antiviral: West Nile virus antiviral activity, cell-based, CPE readout (AID 1621) | West Nile virus-infected cells, CPE inhibition; higher % means a stronger effect | CPE inhibition, % at 10 µM, or IC50 in µM where a hit was titrated | 290,000 tested, 0.02% active; in the data active = a potency from the dose series; inconclusive = CPE inhibition mostly from about 3.7% at the one dose, without a potency; inactive = the rest, 99 in 100 with CPE inhibition below about 2.2%; note: strong numbers were not always called active
NOD1 NF-kB reporter: NOD1 signaling inhibitors, primary screen, cell-based, luminescence, uHTS (AID 1578); 290,000 tested, 1% active; NOD1-driven NF-kB luciferase reporter cells, luminescence; higher % means a stronger effect; one-dose inhibition, % at 4 µM; EC50 in µM for titrated hits; in the data active = inhibition mostly above about 36%, no sharp cut-off; inactive = mostly below about 34%;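 note: HEK-293T reporter cells stimulated with the NOD1 agonist gamma-tri-DAP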
NS5 inhibitors: flavivirus cap methylation enzyme inhibition – biochemical, confirmation dose response, primary screen (AID 588689). Dengue-2 NS5 methyltransferase capping enzyme assay, biochemical; higher % means a stronger effect. inhibition, % at 25 µM, or IC50 in µM where a hit was titrated. 340,000 tested, 0.3% active; in the data active = a potency from the dose series; inconclusive = inhibition above about 29% without an active follow-up result
KOR beta-arrestin-1: KOR agonists, beta-arrestin recruitment, primary screen, cell-based, luminescence, uHTS (AID 1777) | KOR beta-arrestin recruitment, luminescence; higher % means a stronger effect | activation, % at 10 µM; hits with a dose series show EC50 in µM | 280,000 tested, 0.02% active; in the data active = activation above about 50%, passing the limit was not always enough; note: a part of the inactive calls stands beside numbers as strong as those of hits
GPR55 beta-arrestin: GPR55 agonists via beta-arrestin recruitment, primary screen, imaging, U2OS cells, beta-arrestin-GFP redistribution (AID 1961). U2OS GPR55 beta-arrestin-GFP redistribution imaging; higher % means a stronger effect. activation, % at 10 µM, or EC50 in µM where a hit was titrated. 290,000 tested, 0.048% active;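 active = activation above 40% with more than 50 cells counted in the well; inconclusive = wells holding fewer than 50 cells, flagged as toxic or sparse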;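 note: U2OS osteosarcoma cells stably expressing GPR55 and beta-arrestin-GFP; plate controls were DMSO negative control for no effect and LPI positive control for full effect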
KOR beta-arrestin-2: KOR antagonists, beta-arrestin recruitment, cell-based, luminescence, uHTS (AID 1778) | inhibition, % at 10 µM; hits with a dose series show IC50 in µM | 290,000 tested, 0.091% active | KOR beta-arrestin recruitment, luminescence, antagonist mode; higher % means a stronger effect; in the data active = inhibition above about 50%; note: strong numbers were not always called active
HIV peptide binding: cell-free HIV fusion peptide-binding blockers – biochemical, uHTS, fluorescence dequenching, primary screen (AID 1986). cell-free peptide binding, fluorescence dequenching, 30 min; higher % means a stronger effect. one-dose inhibition, % at 20 µM; IC50 in µM for titrated hits. 290,000 tested, 0.3% active; in the data active = inhibition mostly above about 52%, no sharp cut-off; inactive = mostly below about 76%; note: some results filed as inactive read as strong as hits
GPR55 LPI antagonism: inhibition of LPI-stimulated GPR55 beta-arrestin translocation – imaging, U2OS, beta-arrestin-GFP, LPI agonist, primary screen (AID 2013); U2OS GPR55 beta-arrestin-GFP translocation imaging, LPI antagonism; higher % means a stronger effect; one-dose inhibition, % at 10 µM; IC50 in µM for titrated hits; 290,000 tested, 0.13% active;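 active = spots per cell inhibited over 60%, with over 100 cells counted and total cytoplasm intensity under 500,000; inconclusive = wells with under 100 cells, flagged as likely toxic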;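 note: U2OS cells stably carrying GPR55 and arrestin-GFP stimulated by 5 µM LPI near EC80; imaged beta-arrestin-GFP aggregate spots per cell after agonist stimulation; plate controls were LPI-stimulated DMSO wells for no effect and DMSO wells without LPI for full effect; some results filed as inactive read as strong as hits; confirmed hits need IC50 under 10 µM and bright autofluorescent wells are also inconclusive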
NS5 inhibitors pilot replicate: further read-out of NS5 inhibitors, marked with its call; inhibition, %; measured here: pilot screen replicate inhibition
Active calls of the source: *; ? = inconclusive; / = not tested or not shown; [ ] = remark or other dose.

SMILES | GPR35 antagonists | West Nile antiviral | NOD1 NF-kB reporter | NS5 inhibitors | KOR beta-arrestin-1 | GPR55 beta-arrestin | KOR beta-arrestin-2 | HIV peptide binding | GPR55 LPI antagonism | others
O=C(NCC(=O)N1CCCCC1)c1ccc2ccccc2c1 | -19% | -1.0% | -42% | -9% | -0.1% | 0.3% | -9% | 2.6% | -2%
COC(=O)c1sccc1NC(=O)COc1ccc(C)cc1 | 11% | -0.4% | -39% | -6% | -5.0% | 0.2% | -15%[20 µM] | 1.4% | 0%
N=c1oc2ccc(Cl)cc2cc1C(=O)NC1CCCCCC1 | -5% | -0.7% | 0% | 7% | -2.7% | 0.3% | 6% | 4.5% | 6%
Cc1cc(C)n(CC(=O)c2cccc([N+](=O)[O-])c2)n1 | -7% | 0.0% | -20% | -9% | -4.6% | 0.1% | -20% | -2.9% | 6%
O=C(Cc1ccccc1)NNC1=NS(=O)(=O)c2ccccc21 | -8% | -0.1% | -25% | 2% | -0.9% | -0.1% | -16% | -0.3% | 14%
CC(C)(C)n1nc2c(c1NC(=O)c1ccc(S(=O)(=O)N3CCCCC3)cc1)CS(=O)C2 (centres undefined) | 2% | 0.7% | 28% | -14% | -1.5% | -0.1% | -4% | 2.6% | 7%
CCOC(=O)C1CCN(Cc2cnc(Oc3ccc(C(C)(C)C)cc3)s2)CC1 | 6% | 2.2% | 16% | -6% | -0.5% | 0.2% | -16% | 11% | -2% | NS5 inhibitors pilot replicate=1.2
O=S(=O)(Cc1ccccc1Cl)N1CCN(Cc2ccc3c(c2)OCO3)CC1 | 1% | -0.6% | -13% | -1% | -0.8% | ? | 19% | -1.3% | 3%
Cn1c(SCC(=O)c2ccccc2)nnc1-c1ccco1 | 20% | 0.3% | 0% | -5% | -3.8% | 0.6% | -61% | 0.1% | 6%
CCc1ccc(/C=C2\SC(=S)N(CCC(=O)NCCCN3CCOCC3)C2=O)cc1 | 2% | 1.4% | -27% | -2% | 10% | -0.1% | -35% | 0.3% | 4%
CCOc1ccccc1CN1C(=O)c2ccccc2C1C(=O)NCC1CCCO1 (centres undefined) | -9% | -0.2% | -38% | -1% | -1.1% | -0.2% | 23% | -0.5% | 10%
Cc1ccc(S(=O)(=O)NCCC(=O)Nc2ccc(C)cc2C(=O)c2ccccc2)cc1 | 2% | -1.1% | -6% | -6% | -1.1% | -0.1% | 6% | 0.3% | 11%
CCOc1ccc(NC(=O)CSc2nc3ccccc3nc2N2CCCC2)cc1 | -6% | 0.1% | -9% | 1% | -2.7% | 0.0% | -9%[20 µM] | -1.7% | -4%
O=C(Cc1cn2ccsc2n1)OCc1nc2ccccc2s1 | 2% | 0.7% | 9% | / | -0.6% | 0.0% | -2% | -1.8% | 10%
c1ccc2c(c1)C(=NC1CCCCC1)NC2=NC1CCCCC1 | -10% | ? | -32% | 0% | 0.2% | -0.1% | -17% | 1.4% | 4%
CC(C)C(=O)C1=Cc2cc([N+](=O)[O-])ccc2OC1N1CCOCC1 (centres undefined) | -4% | 0.0% | -4% | -6% | -0.4% | -0.2% | -34%[20 µM] | -2.2% | -9%
COc1ccccc1N1CCN(C(=O)CSc2nnc(NC(=O)C(C)C)s2)CC1 | -2% | -0.2% | -29% | -5% | 0.8% | -0.1% | 3% | 1.2% | 16%
CCn1c(=O)c2ccccc2n2c(SCC(=O)NCc3cccs3)nnc12 | -13% | -0.7% | -37% | -3% | -1.2% | -0.1% | 0% | -0.4% | 14%
Cc1cccc(C(C)(C)C)c1OCCN1CCCC1 | -5% | -0.9% | -13% | 1% | 2.4% | -0.2% | -22% | 0.9% | 17%
CCOCCCn1c(SCC(=O)NC(C)(C)C)nc2ccccc2c1=O | 6% | -0.8% | 6% | -11% | 19% | 0.1% | 48% | 0.4% | 10%
COc1ccc(Sc2ccccc2CN(C)C)cc1OC | 12% | -0.1% | -7% | -1% | 3.8% | -0.2% | 5% | -3.1% | 17%
COc1ccccc1NC(=O)NC1(C(=O)N2CCOCC2)CCCCC1 | -2% | -0.3% | -18% | -2% | -4.9% | -0.2% | 8% | -1.5% | 3%
CCCCOc1cccc(OCC(=O)Nc2nc3ccccc3[nH]2)c1 | 14% | -0.8% | -5% | 6% | -0.6% | 0.1% | 27% | 6.9% | -1%
Cc1nn(C)c(C(=O)N/N=C/c2ccccn2)c1[N+](=O)[O-] | 10% | 0.3% | -13% | -1% | 3.5% | -0.1% | 6% | 0.2% | 25%
COCCn1c(C)cc(/C=C2/NC(=O)N(Cc3ccc(C)cc3)C2=O)c1C | -1% | -0.2% | -2% | -5% | 0.8% | -0.3% | -14% | 2.3% | 3%
Cc1nc(C)c(-c2csc(Nc3ccc(N)cc3)n2)s1 | 7% | 0.4% | 17% | 4% | -1.6% | 0.3% | -31%[20 µM] | -4.9% | -8%
COC(=O)CNC(=O)C12CC3CC(C1)CC(c1ccc(C)cc1)(C3)C2 | -3% | -0.4% | -52% | -4% | 2.0% | -0.1% | 7% | 0.0% | 8%
CC(C)CCn1c(SCCc2ccccc2)nc2c1c(=O)[nH]c(=O)n2C | 5% | -0.2% | 9% | -3% | -2.1% | -0.2% | -5% | -0.5% | -6%
CCN(CC)C(=O)c1sc2nc(-c3ccc(OC)cc3)cn2c1C | 3% | / | -92% | -1% | 0.0% | 0.3% | 20% | 6.1% | 1%
COc1ccccc1C(=O)Nc1ccc(N2CCN(S(C)(=O)=O)CC2)cc1 | -9% | -0.3% | -16% | -5% | -0.3% | -0.2% | 23% | -1.5% | 0%
O=C(CCOc1ccccc1)OCC(=O)c1cc2ccccc2o1 | 2% | 0.3% | -14% | -14% | -6.7% | -0.3% | -34% | 39% | -7%
Cc1cc(C(=O)OCC(=O)N2CC(C)CC(C)C2)c(C)o1 (centres undefined) | 5% | 0.3% | -8% | -1% | -1.1% | 0.2% | 18% | 0.0% | 4%
O=S(=O)(Cc1ccc(Cl)cc1)NCC1CCCO1 (centres undefined) | 3% | 0.0% | -20% | -3% | -3.8% | 0.1% | -12% | -2.8% | -2%
Cc1nn(CC(=O)NCCCN2C(C)CCCC2C)c(=O)c2cc3occc3n12 (centres undefined) | 1% | 0.2% | -5% | -9% | 0.2% | 0.0% | -7% | 0.3% | 16%
O=C1c2ccccc2C2=Nc3ccccc3SC(c3ccc(Cl)cc3)C12 (centres undefined) | -1% | 13% | 75%* | 4% | -0.1% | 0.4% | 14% | -2.1% | 14%
Cc1cnc(NC(=O)CSC(=S)N2CCOCC2)s1 | -1% | 0.4% | -36% | -4% | -4.5% | 0.1% | 10% | -0.1% | 9%
CC(C)(C)NC(=O)C(OC(=O)c1cccs1)c1ccc(F)cc1 (centres undefined) | 9% | -0.1% | -28% | -5% | -2.5% | -0.2% | -6% | -0.5% | 5%
CCCn1c(=O)c(C(=O)NCc2cccnc2)c(O)c2ccccc21 | 1% | 0.7% | -8% | 0% | -12% | -0.2% | 14% | -2.2% | -7%
O=c1c2ccccc2c(-c2ccccc2)nn1Cc1c(Cl)cccc1Cl | 10% | 1.5% | 17% | -3% | 1.1% | 0.2% | 11% | 0.7% | -1%
Nc1sc(-c2ccccc2)n[n+]1Cc1cccc2cccnc12 | 0% | -0.1% | -6% | -5% | -3.1% | 2.8% | 16% | -1.4% | 4%
CC(C)Cn1c(N)c(C(=O)COC(=O)c2cccnc2Cl)c(=O)n(C)c1=O | -6% | -0.8% | -13% | -9% | -2.6% | 0.2% | -11% | -1.4% | -5%
O=C(CN1CCCCCC1)Nc1ccc(Br)cc1[N+](=O)[O-] | 4% | 0.3% | -13% | / | 3.3% | -0.2% | -49%[20 µM] | 6.2% | -2%
O=C(CNS(=O)(=O)c1ccccc1)N/N=C/c1ccccc1[N+](=O)[O-] | 11% | -0.1% | -6% | -1% | -1.0% | -0.1% | 4% | -2.5% | -1%
COc1ccccc1N(C(=O)c1ccco1)C(C(=O)NC1CCCC1)c1ccc(N2CCOCC2)cc1 (centres undefined) | -10% | -1.2% | 38% | -1% | -2.3% | -0.1% | 14% | 0.5% | -12%
Cc1ccnc(N2C(=O)c3cccc4c([N+](=O)[O-])ccc(c34)C2=O)c1 | 11% | -2.0% | -4% | 5% | -5.7% | -0.2% | 41% | 21% | 23%
Cc1nn(C)cc1/C=N/NC(=O)C1(O)c2ccccc2-c2ccccc21 | -9% | 0.1% | -8% | -4% | 1.7% | 0.5% | 12% | -1.7% | 4%
NS(=O)(=O)c1ccc(NC(=O)/C=C/c2ccccc2[N+](=O)[O-])cc1 | 3% | 0.8% | -21% | 3% | -4.7% | 0.2% | -14% | 0.0% | 12%
O=C(NS(=O)(=O)Oc1cccc(Cl)c1Cl)OC[C@@H]1CCCN2CCCCC12 (some centres undefined) | -11% | -0.4% | -21% | -3% | 2.8% | 0.2% | 13% | 0.9% | -3%
O=C(O/N=C(/c1ccccc1)c1ccncc1)c1cccc(F)c1 | 6% | ? | 1% | -5% | 2.2% | -1.0% | 30% | 2.7% | 4%
COc1ccc(C(=O)C2CCCN(Cc3ccc4nonc4c3)C2)cc1F (centres undefined) | 17% | -1.7% | -13% | -3% | / | -0.1% | 11%[20 µM] | 0.3% | 4%

Next entries follow.
SMILES | GPR35 antagonists | West Nile antiviral | NOD1 NF-kB reporter | NS5 inhibitors | KOR beta-arrestin-1 | GPR55 beta-arrestin | KOR beta-arrestin-2 | HIV peptide binding | GPR55 LPI antagonism | others
Cc1cc(C)c(-c2noc(C(=O)OC(C)(C)C)c2C(=O)OC(C)(C)C)c(C)c1 | 10% | 0.3% | 21% | 8% | 4.7% | -0.1% | -8% | 1.1% | -3%
CCOc1ccc(C(=O)NC(=S)Nc2ccccc2N2CCCCC2)cc1[N+](=O)[O-] | -10% | -1.8% | 6% | -10% | 8.5% | 0.2% | -7% | 0.9% | 0%
CN1CCC(NC(=O)NC2CCCCC2)CC1 | -7% | 0.3% | -5% | 4% | 4.2% | -0.1% | 5% | -1.0% | 6%
CCCCCCNC(=O)CCCCCNS(=O)(=O)c1ccc(Br)cc1 | -11% | 0.0% | -5% | -10% | -5.6% | 0.0% | 10% | 0.0% | 10%
CCC(=O)Nc1ccc(NC(=S)NC(=O)c2cc3ccccc3o2)cc1 | 12% | -0.6% | -3% | -2% | -4.8% | 0.2% | 2% | -1.4% | 8%
CCOc1cc(C(=O)N2CCCC2)cc(OCC)c1OCC | 8% | 0.2% | 1% | 0% | -5.6% | 0.1% | -28% | -1.4% | 10%

This is a subset (hit frequency here may not be typical).
